High-throughput results deposited in PubChem BioAssay by National Center for Advancing Translational Sciences (NCATS).
rTrxR1 inhibitor – qHTS Assay for Inhibitors of Mammalian Selenoprotein Thioredoxin Reductase 1 (TrxR1): qHTS; Thioredoxin reductase 1, cytoplasmic (Rattus norvegicus), O89049; recombinant rTrxR1, NADPH fluorescence consumption, selenite substrate; Potency, µM (titrated, usually from 114 µM), without a hit: top-dose activity change, negative = inhibition, most hits filed as inhibitors; 390,000 tested, 1% active; AID 588453, 2011; further: on the % scale 0 is the no-effect control and ±100 the full control effect; nearly all actives have a fitted effect of over 65% in size
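Rat TrxR1 (90 nM in the dispensed reagent) was pre-reduced with 400 uM NADPH for 5 min at room temperature, then incubated with compound for 15 min. After 400 uM selenite was added, NADPH fluorescence (Ex 340/Em 450 nm) was followed for 8 min.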
ERG-DNA inh – qHTS for Small Molecule Inhibitors of the ERG Ets/DNA interaction | fluorescence polarization, His-ERG Ets domain / labelled DNA | Potency, µM (top dose mostly 76.9 µM), for inactives: at the highest dose FP activity, negative = inhibition, most hits filed as inhibitors | 370,000 tested, 0.028% active; active means well fitted inhibition curve with a large enough effect in the polarisation, with a control signal flat; inconclusive means small, poorly fitted or top-dose-only effect, or effect the other way, or a change in a side signal; inactive means no such curve, though single readings can be large or run the other way; the % refers to the polarisation;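 further: polarization taken with two DNA probes labelled with fluorescein and Texas red; % of control where 0% means no effect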
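His-tagged ERG Ets domain (1 uM in the protein solution; 300mM KCl, 50mM Tris-HCl, 1mM EDTA, 1mM DTT, pH 7.5) received compound, then a probe mix of 5 nM fluorescein-DNA and 100nM Texas-615-DNA. Fluorescence polarization was read for both dyes.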
RGS4 inhibitor – Inhibitors of Regulator of G Protein Signaling (RGS) 4: qHTS | Regulator of G-protein signaling 4 (Homo sapiens), P49798 | Transcreener GDP fluorescence polarization, RGS4-accelerated GTP hydrolysis | Potency, µM (doses to about 114 µM), without a hit: at the highest dose activity change, negative = inhibition, hits mostly inhibitors | 390,000 tested, 0.039% active; further: on the % scale 0 is the no-effect control and ±100 the full control effect; nearly all actives have a fitted effect of over 75% in size; some results filed as inactive show a strong effect at the top dose
Target sequence (P49798 whole entry, looked up): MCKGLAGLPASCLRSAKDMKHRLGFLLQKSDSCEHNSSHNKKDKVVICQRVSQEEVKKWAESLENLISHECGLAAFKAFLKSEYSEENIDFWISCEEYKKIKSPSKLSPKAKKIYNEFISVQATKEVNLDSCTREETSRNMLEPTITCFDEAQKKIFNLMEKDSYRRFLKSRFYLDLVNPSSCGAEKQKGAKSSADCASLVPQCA
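MLSMR compounds (23 nl, pin-transferred) preincubated 10 min at room temperature with a 500nM (2x) first reagent, then RGS4 at 900nM (2x) plus Transcreener GDP mix added; fluorescence polarization (620/688 nm) read before and after 90 min at 30 °C.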
GLS inh – qHTS for Inhibitors of Glutaminase (GLS). GLS enzymatic activity, qHTS titration. Potency, µM (series often up to 45.5 µM), without a hit: top-dose activity change, negative = inhibition, actives largely listed as inhibitors. 410,000 tested, 0.21% active. AID 624170, 2012; further: on the % scale 0 is the no-effect control and ±100 the full control effect
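hKGA in 45 mM KH2PO4 pH 8.2, 0.02% Tween-20 with pin-transferred compounds; 1 mM L-glutamine (stock) plus glutamate oxidase/HRP/Amplex Red coupling added. Fluorescence read initially and after 30 min at RT.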
PGK inhibitor – qHTS Assay to Find Inhibitors of Phosphoglycerate Kinase; Potency, µM (titrated, usually from 57.5 µM), for the others: top-dose activity change, negative = inhibition, hits mostly inhibitors; PGK/GAPDH coupled, Kinase-Glo luminescence, 60 min; 380,000 tested, 0.043% active; Phosphoglycerate kinase, glycosomal (Trypanosoma brucei brucei), P07378; further: on the % scale 0 is the no-effect control and ±100 the full control effect; nearly all actives have a fitted effect of over 60% in size
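Luminescent ATP detection (Kinase-Glo Plus) follows a 60-minute room-temperature incubation, with wells lacking PGK as controls. Buffer: 100 mM TEA (pH 7.6), 5 mM MgCl2, 0.01% Tween-20. Coupling enzyme GAPDH (100 nM final) supplies unstable 1,3-BPG in-well.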
Pin1 inhibitor – qHTS Assay to Find Inhibitors of Pin1 | Peptidyl-prolyl cis-trans isomerase NIMA-interacting 1 (Homo sapiens), Q13526 | Pin1 FP peptide displacement, HiFluor488, 10 min | Potency, µM (highest dose often 115 µM), inactives show top-dose activity, negative = inhibition, actives largely listed as inhibitors | 390,000 tested, 0.009% active; active means well fitted inhibition curve with a large enough effect in the polarisation, with a control signal flat, not every such curve was filed as active; inconclusive means small, poorly fitted or top-dose-only effect, or effect the other way, or a change in a side signal; inactive means no such curve, though single readings can be large or run the other way; the % refers to the polarisation; further: on the % scale 0 is the no-effect control and ±100 the full control effect
HP1b binding inh – HTS for Inhibitors of HP1-beta Chromodomain Interactions with Methylated Histone Tails; Chromobox protein homolog 1 (Homo sapiens), P83916; AlphaScreen HP1-beta / biotin-H3K9me3 peptide binding; Potency, µM (doses to about 114 µM), for the others: top-dose activity change, negative = inhibition, hits mostly inhibitors; 390,000 tested, 0.56% active; further: nearly all actives have a fitted effect of over 70% in size; inactives centre near 23
Target sequence (P83916 whole entry, looked up): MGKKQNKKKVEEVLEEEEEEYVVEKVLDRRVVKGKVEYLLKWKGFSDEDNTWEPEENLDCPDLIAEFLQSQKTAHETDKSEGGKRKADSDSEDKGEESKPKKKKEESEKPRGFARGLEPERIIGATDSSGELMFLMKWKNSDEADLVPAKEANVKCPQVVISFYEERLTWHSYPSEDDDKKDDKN
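Compound inhibition of the preformed complex between 50 nM HP1-beta and 50 nM biotinylated H3K9me3 peptide was read by AlphaScreen. Buffer was PBS pH 7.4 with 0.01% Tween-20. Incubations ran 30 min at room temperature, with 10 ug/mL donor/acceptor beads.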
12-LOX inh – Primary qHTS assay for inhibitors of human arachidonate 12S-lipoxygenase (ALOX12): Round 2; 580,000 tested, 1.1% active; purified 12hLO, xylenol orange hydroperoxide absorbance; Potency, µM (highest dose often 108 µM), for the others: top-dose activity change, negative = inhibition, actives largely listed as inhibitors; Polyunsaturated fatty acid lipoxygenase ALOX12 (Homo sapiens), P18054; further: on the % scale 0 is the no-effect control and ±100 the full control effect
Target sequence (P18054 whole entry, looked up): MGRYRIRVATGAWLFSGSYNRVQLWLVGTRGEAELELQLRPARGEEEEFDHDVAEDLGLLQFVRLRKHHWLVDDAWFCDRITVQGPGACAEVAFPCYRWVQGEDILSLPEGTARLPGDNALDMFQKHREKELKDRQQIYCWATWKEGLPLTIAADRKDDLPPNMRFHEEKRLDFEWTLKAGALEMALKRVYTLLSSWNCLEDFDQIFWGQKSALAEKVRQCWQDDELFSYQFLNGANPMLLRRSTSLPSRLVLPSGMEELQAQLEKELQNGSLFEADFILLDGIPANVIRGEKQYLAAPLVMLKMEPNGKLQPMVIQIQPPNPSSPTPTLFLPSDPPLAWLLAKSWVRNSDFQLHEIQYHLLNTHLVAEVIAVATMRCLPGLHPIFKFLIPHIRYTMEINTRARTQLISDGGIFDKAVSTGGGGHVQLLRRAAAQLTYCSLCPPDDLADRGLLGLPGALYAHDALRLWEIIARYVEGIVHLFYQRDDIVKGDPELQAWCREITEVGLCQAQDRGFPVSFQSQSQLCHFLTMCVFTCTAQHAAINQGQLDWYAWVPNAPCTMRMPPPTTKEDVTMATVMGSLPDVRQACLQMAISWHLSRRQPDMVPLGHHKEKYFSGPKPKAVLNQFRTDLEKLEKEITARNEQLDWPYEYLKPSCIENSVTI
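Hydroperoxide product was detected by ferrous iron/xylenol orange as the 573 to 405 nm absorbance ratio. Arachidonic acid at 40 uM (final) was turned over for 30 min at room temperature by 150 nM human 12hLO, pH 7.0 Hepes buffer, after 15 min compound preincubation.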
JMJD2A Tudor – qHTS Assay for Inhibitors of JMJD2A-Tudor Domain; Lysine-specific demethylase 4A (Homo sapiens), O75164; AlphaScreen JMJD2A-Tudor / H3K4me3 peptide binding; Potency, µM (titrated, usually from 114 µM), without a hit: at the highest dose activity change, negative = inhibition, most hits filed as inhibitors; 390,000 tested, 4.4% active; AID 504339, 2011; further: on the % scale 0 is the no-effect control and ±100 the full control effect; nearly all actives have a fitted effect of over 50% in size
Active calls of the source: *; i = inactive; u = inconclusive; x = no result given; & = joins results of further samples; [ ] = dose if it differs, or a comment. Unless noted, the call rests on the fitted dose curve; in most records, active means well fitted curve in the direction sought with a large enough effect; inconclusive means small, poorly fitted or top-dose-only effect, or another doubt; inactive means no such curve, though single readings can be large; an effect the other way counts as inactive or inconclusive. Potency means the concentration at half of the fitted maximal effect.

Order of results: rTrxR1 inhibitor | ERG-DNA inh | RGS4 inhibitor | GLS inh | PGK inhibitor | Pin1 inhibitor | HP1b binding inh | 12-LOX inh | JMJD2A Tudor
- Cc1ccc2c(c1)N(C(=O)CCC(=O)NCCCN1CCOCC1)CC(C)O2 (stereo unspecified)
    14%[57.1 µM] | 1% | 13% | 0% | 3% | 0% | 43%[activator] | 8% | -12%
- CC(C)CNC(=O)c1cccc(NC(=O)CCc2ccccc2)c1
    -2% | -6% | 9%[11.4 µM] | 13% | -2% | 5% | 46%[activator] | -29% | 3%
- CCOC(=O)CSc1nc(N2CCOCC2)c2c(c1C#N)CC(C)(C)OC2
    4% | -9% | -27% | -2% | -3% | -1% | 50%[activator] | 0% | 4%
- Cc1cc(C)cc(NC(=S)Nc2ccc(Cl)c(Cl)c2)c1
    -8%[57.1 µM] | -3% | -24% | -4% | -10% | -2% | 17% | 40µM* | -9%
- C=CCN(CC=C)C(=O)c1ccc(OC2CCN(Cc3ccccn3)CC2)cc1
    16%[57.1 µM] | 6% | u | 2% | -5% | -1% | 53%[activator] | 1% | -7%[57.1 µM]
- COc1cccc(-c2nnc(SCC(=O)N(C)c3ccccc3)o2)c1
    26% | 0% | 1% | -4% | x | -10% | 44%[activator] | -3% | -8%
- CN(C)CCCn1c2c3ccccc3ccc2c2oc(=O)c3ccccc3c21
    u | -18% | -3% | 1% | i | -7% | 56%[activator] | u | -1%
- O=C(NCCCN1CCOCC1)c1cn(-c2ccccc2)nc1-c1ccc(F)cc1
    10%[11.4 µM] | -3% | -20% | 1% | i | 0% | 22% | -7% | -12%
- CC(C)c1cc(C(=O)NC2CCCCC2)no1
    11% | -1% | 10% | 1% | 0% | 3% | 30% | 15% | -15%
- COC(=O)c1ccc(NC(=O)CSc2nc3ncccc3[nH]2)cc1
    5%[57.1 µM] | 3% | -5% | -12% | -8% | -17% | 24% | 0% | -9%
- COc1cccc(NC(=O)CN(C)C(=O)Cc2c(C)nc3ccccc3c2C)c1
    20% | -9% | -8% | -4% | 0% | 16% | 33% | 24% | -14%
- CCOC(=O)N1CCC(N(CCN(C)C)C(=S)Nc2cccc(SC)c2)CC1
    5% | -1% | -19% | -9% | -1% | -2% | 16% | 0% | -25%
- CC(=O)c1cccc(NC(=O)c2cc3ccccn3n2)c1
    9%[57.1 µM] | -2% | -9% | -11% | 2% | -3% | 26% | 1% | -5%
- CC(C)=CCN1CCN(Cc2nc(C(C)C)cs2)CC1CCO (stereo unspecified)
    28% | -13% | -3% | 0% | -5% | 4% | 33%[57 µM] | -13% | -13%
- COc1ccccc1/C=N/NC(=O)NC12CC3CC(CC(C3)C1)C2
    5% | 3% | 2%[56.9 µM] | 18% | -7% | 0% | 47% | 7% | -24%
- Cc1ccc(S(=O)(=O)N2CCC(NC(=O)c3cccc(C)c3)CC2)cc1
    26%[57.1 µM] | -5% | 10% | -10% | -3% | 4% | 30% | 0% | 2%
- O=C(CSc1nncs1)NCCCc1ccccc1
    10%[57.1 µM] | 5% | -5% | -2% | -2% | 0% | 33% | 7% | 1%
- COc1ccccc1C(=O)Nc1ccccc1SCc1cc(=O)c2ccccc2[nH]1
    25%[57.1 µM] | -7% | -9% | -6% | -8% | -5% | 33%[57 µM] | -27% | -3%
- CCOc1ccccc1CN1CCN(CCCc2ccccc2)CC1CCO (stereo unspecified)
    33% | 2% | 17% | 9% | -7% | -2% | -7% | 9% | -22%
- CC(C)OCC(O)CSc1ccccn1 (stereo unspecified)
    19% | 7% | 22% | 5% | -10% | -1% | 18% | -3% | -10%
- Cc1ccc(NC(=O)CN(C)S(=O)(=O)c2ccc3c(c2)n(C)c(=O)c(=O)n3C)c(C)c1
    1%&5% | 16%&0% | -16%[11.4 µM] | 10%&9% | -3% | -6%&1% | 7%&36% | -9%&-3% | u
- Cc1ccccc1NS(=O)(=O)c1ccc(OCC(=O)NCC2CCCO2)cc1 (stereo unspecified)
    18% | -5% | -12% | 0% | -1% | -6% | 17% | 0% | -9%
- COCCNC(=O)CN1C(=O)CSc2ncccc21
    5% | -9% | 4% | 10% | 2% | 0% | 35% | 10% | -8%
- CCOC(=O)C1=C(C)N=C2SC(C(=O)OC)=CC(=O)N2C1c1cccc(OC)c1 (stereo unspecified)
    -27% | 0% | -36% | -4% | -8% | 7% | 0% | -5% | u
- Cc1ccc(NC(=O)CSc2ccc(-c3ccco3)nn2)cc1
    u | -1% | -16% | -11% | 5% | 1% | 8% | -1% | -8%
- CC(=O)N1CCN(C(=O)CCCNC(=O)c2ccc(Cl)cc2)CC1
    21% | 0% | 14% | 3% | 0% | -5% | 46%[activator] | 4% | -4%
- Cc1ccc(OCCOCCN2CCN(C)CC2)c(C(C)(C)C)c1
    11% | -3% | -10% | 4% | -4% | -11% | u | u | 5.6µM*
- O=C(O)c1nn(CCOc2ccc(Cl)cc2Cl)c(=O)c2ccccc12
    9% | 16% | 9% | -10% | i | 8% | 17% | -28% | -9%
- CN1CCN(c2ccccc2NC(=O)c2ccc(N3CCCC3)c([N+](=O)[O-])c2)CC1
    16%[57.1 µM] | -2% | -18% | 2% | i | -6% | u | -15% | 56µM*
- CC(NC=C1C(=O)OC(C)(C)OC1=O)C(=O)O (stereo unspecified)
    14% | 6% | -7% | 2% | x | 2% | 25% | 18% | -7%

Records above that bear a hit mark in 12-LOX inh:
Order of results: rTrxR1 inhibitor | ERG-DNA inh | RGS4 inhibitor | GLS inh | PGK inhibitor | Pin1 inhibitor | HP1b binding inh | 12-LOX inh | JMJD2A Tudor
- Cc1cc(C)cc(NC(=S)Nc2ccc(Cl)c(Cl)c2)c1
    -8%[57.1 µM] | -3% | -24% | -4% | -10% | -2% | 17% | 40µM* | -9%

The listing picks up with the 2 entries that preceded the break.
Order of results: rTrxR1 inhibitor | ERG-DNA inh | RGS4 inhibitor | GLS inh | PGK inhibitor | Pin1 inhibitor | HP1b binding inh | 12-LOX inh | JMJD2A Tudor
- CN1CCN(c2ccccc2NC(=O)c2ccc(N3CCCC3)c([N+](=O)[O-])c2)CC1
    16%[57.1 µM] | -2% | -18% | 2% | i | -6% | u | -15% | 56µM*
- CC(NC=C1C(=O)OC(C)(C)OC1=O)C(=O)O (stereo unspecified)
    14% | 6% | -7% | 2% | x | 2% | 25% | 18% | -7%
- Cc1ccc(S(=O)(=O)CCC(=O)OCC(=O)NCC(=O)Nc2c(C)cc(C)cc2C)cc1
    -12% | -9% | 3% | 10% | -2% | -4% | 17% | 12% | -16%
- Oc1ccccc1C1=NN(c2ccccc2)C(c2ccccc2)C1 (stereo unspecified)
    41%[activator] | 3% | -38% | 15% | -9% | 3% | 243%[activator] | 16µM* | 94%[activator]
- CN(C)S(=O)(=O)c1cccc(C(=O)Nc2ccccc2[N+](=O)[O-])c1
    5% | -2% | -5% | -3% | i | -8% | 6% | -3% | -19%
- O=C1C=C(O)C(n2cncn2)C(c2ccc(F)cc2)C1 (stereo unspecified)
    3% | -5% | -1% | -2% | -10% | -5% | 37% | -4% | -1%
- O=S1(=O)CCO[C@H]2Cc3ccccc3[C@H]2N1Cc1cccc(C(F)(F)F)c1
    1%&6% | 1% | -34% | 1% | 2% | -14% | 26% | -17% | u
- COc1ccc(N(C(=O)c2snc(C(N)=O)c2N)C(C(=O)NC2CCCC2)c2ccc(OC)c(OC)c2)cc1 (stereo unspecified)
    24% | -6% | 5% | 1% | -4% | u | 19% | -21% | -6%
- C/C(=N\Nc1c([N+](=O)[O-])c(C)nn1C)c1ccc(F)cc1F
    14%[57.1 µM] | -12% | 4% | -20% | i | -8% | 32% | -3% | -4%
- COc1cc(C(=O)N=C2SC3CS(=O)(=O)CC3N2c2ccccc2)cc(OC)c1OC (stereo unspecified)
    0% | -6% | 10% | 3% | -10% | -8% | 21% | 11% | -12%
- O=C(CN(Cc1ccc(F)cc1)C(=O)CCC(=O)Nc1ccccn1)NCc1ccc(F)cc1
    -5% | -5% | -29% | 6% | -6% | -1% | 11% | 15% | -3%
- O=C(COC(=O)CSc1ccc(Cl)cc1)Nc1ccc2[nH]c(=O)[nH]c2c1
    -2%[2.29 µM] | 4% | 12% | -7% | -6% | 28% | 11%[57 µM] | u | -16%

Of the compounds above, these contain a COOH group.
Order of results: rTrxR1 inhibitor | ERG-DNA inh | RGS4 inhibitor | GLS inh | PGK inhibitor | Pin1 inhibitor | HP1b binding inh | 12-LOX inh | JMJD2A Tudor
- O=C(O)c1nn(CCOc2ccc(Cl)cc2Cl)c(=O)c2ccccc12
    9% | 16% | 9% | -10% | i | 8% | 17% | -28% | -9%
- CC(NC=C1C(=O)OC(C)(C)OC1=O)C(=O)O (stereo unspecified)
    14% | 6% | -7% | 2% | x | 2% | 25% | 18% | -7%

Not all compounds are listed; rates above refer to the full screens.
